# High-throughput results as filed in PubChem BioAssay.
# MrgX1 allo act: positive allosteric modulators of MrgX1, primary screen, HEK293 cells, Fluo-4 calcium flux | B-score at 10 µM | FDSS; hits give high values | AID 588675, 2011 | 310,000 tested, 0.63% active | Mas-related G-protein coupled receptor member X1 (Homo sapiens), Q96LB2;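 active = plate-corrected calcium response at least 3 library SD above typical, normal starting fluorescence, not activating the receptor alone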;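 note: compound read alongside a low EC10 to EC30 dose of BAM8-22 agonist; peak minus trough fluorescence over baseline measured at the second addition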
# TRPC4 inh: inhibitors of mouse TRPC4 channel, primary screen, Fluo4 calcium, HEK293 TRPC4beta/mu-opioid cells | DAMGO-evoked Fluo4 calcium flux; hits give low values | 300,000 tested, 0.39% active | B-score at 10 µM | Short transient receptor potential channel 4 (Mus musculus), Q9QUQ5 | AID 2247, 2010;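 active = B-score over 3 SD under the library average, no early fluorescence shift, positive overall ratio signal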
#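 Test system – stable TRPC4beta/mu-opioid receptor HEK293 cells · Probe or stimulus – DAMGO, a submaximal dose followed by a maximal one · Dosing – one concentration per compound · Signal – Fluo4 calcium fluorescence by kinetic imaging, 5 s 1 Hz baseline · Evaluation – per-well B score of integrated baseline-normalized Fluo4 ratio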
# Platelet DG rel: inhibitors of platelet dense granule secretion, primary screen, cell-based, MLPCN, human platelets; human platelet-rich plasma, SFLLRN dense granule ATP release, luminescence; inhibition, %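 (compounds screened at 7.5 µM in platelet-rich plasma)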; 300,000 tested, 0.22% active; AID 1663, 2009;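 active = mean replicate score, as percent of positive control, at or above 50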
# RGS4 block: RGS4 inhibitors, primary screen, cell-based, HEK293 M3R inducible RGS4, calcium flux; Regulator of G-protein signaling 4 (Homo sapiens), P49798; Fluo-4 calcium flux; hits give high values; triggered by carbachol at its EC20; B-score at 10 µM; 310,000 tested, 0.45% active;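 active = B-score, a plate-corrected calcium signal, over three deviations above library mean, with baseline fluorescence within five deviations of library mean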;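 note: RGS4 expression induced by doxycycline in cells with stable M3 receptor; B-score is computed from the integrated fluorescence ratio over baseline after carbachol; higher B-score means a larger calcium signal and so more RGS4 inhibition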
# Target sequence (P49798 whole entry, looked up): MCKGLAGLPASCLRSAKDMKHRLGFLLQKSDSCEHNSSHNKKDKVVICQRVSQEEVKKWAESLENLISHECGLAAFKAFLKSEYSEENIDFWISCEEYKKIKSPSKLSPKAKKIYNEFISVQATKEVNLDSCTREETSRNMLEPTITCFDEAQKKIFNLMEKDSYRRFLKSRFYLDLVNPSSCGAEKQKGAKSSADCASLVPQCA
# TRPC6 act: mouse TRPC6 channel activators, primary screen, cell-based, HEK293, membrane potential dye | Short transient receptor potential channel 6 (Mus musculus), Q61143 | HEK293-TRPC6 membrane potential dye fluorescence; hits give high values | B-score at 10 µM | 310,000 tested, 0.13% active | AID 2550, 2010;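 active = B-score of the integrated fluorescence ratio above library mean plus 3 SD, and starting fluorescence ratio within library mean plus 5 SD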;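 note: higher score means more depolarization so channel activation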
# Target sequence (Q61143 whole entry, looked up): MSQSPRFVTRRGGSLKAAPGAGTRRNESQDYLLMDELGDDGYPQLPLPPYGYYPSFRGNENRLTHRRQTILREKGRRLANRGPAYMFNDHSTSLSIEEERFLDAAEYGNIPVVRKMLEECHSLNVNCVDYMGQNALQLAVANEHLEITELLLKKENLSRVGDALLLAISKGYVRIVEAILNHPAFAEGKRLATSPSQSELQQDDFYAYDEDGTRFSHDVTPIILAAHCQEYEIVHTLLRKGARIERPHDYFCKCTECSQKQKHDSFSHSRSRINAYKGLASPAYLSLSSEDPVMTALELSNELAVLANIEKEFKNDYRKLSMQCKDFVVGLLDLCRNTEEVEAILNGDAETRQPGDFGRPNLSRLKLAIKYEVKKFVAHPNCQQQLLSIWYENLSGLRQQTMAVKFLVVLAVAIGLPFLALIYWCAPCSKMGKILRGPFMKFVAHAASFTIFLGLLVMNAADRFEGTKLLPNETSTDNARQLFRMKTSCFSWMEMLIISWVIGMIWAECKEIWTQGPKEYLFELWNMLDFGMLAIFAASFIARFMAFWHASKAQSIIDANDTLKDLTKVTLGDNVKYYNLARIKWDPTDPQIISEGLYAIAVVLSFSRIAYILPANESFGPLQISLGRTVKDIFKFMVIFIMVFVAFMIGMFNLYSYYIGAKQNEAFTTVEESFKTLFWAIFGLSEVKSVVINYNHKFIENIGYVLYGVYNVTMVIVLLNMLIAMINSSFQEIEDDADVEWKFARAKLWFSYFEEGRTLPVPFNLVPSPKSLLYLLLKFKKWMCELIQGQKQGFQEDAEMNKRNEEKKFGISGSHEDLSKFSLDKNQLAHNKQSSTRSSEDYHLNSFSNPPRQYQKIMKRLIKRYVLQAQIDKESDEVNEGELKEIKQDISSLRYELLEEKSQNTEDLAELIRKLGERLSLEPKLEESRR
# SKKanGAS inh: S. pyogenes SKKanGAS growth inhibitors in kanamycin, primary screen, streptokinase expression inhibitor project, SKKanGAS strain, BacTiter-Glo luminescence | 6 h | 300,000 tested, 1.3% active | inhibition, % at 7.5 µM | AID 1662, 2009;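 active = mean replicate score, as percent of positive control median, at least 50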;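 note: strain carries kanamycin resistance gene driven by streptokinase promoter and grows in 40 µg/ml kanamycin; loss of luminescence reflects streptokinase promoter inhibition or plain growth inhibition; 0% = median of DMSO wells and 100% = positive control at its reference dose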
# MrgX1 ag: agonists of human MrgX1 receptor, primary screen, HEK293 cells, Fluo-4 calcium flux | Mas-related G-protein coupled receptor member X1 (Homo sapiens), Q96LB2 | Fluo-4 calcium fluorescence, agonist mode; hits give high values | B-score at 10 µM | 310,000 tested, 0.44% active;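 active = calcium response B-score plate-corrected fluorescence ratio at least 3 library SD, with starting fluorescence B-score inside 5 SD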
#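 Assay system: MrgX1-expressing HEK293 cells / Amount: fifteen thousand cells per well / Doses: test compound in the initial addition of three / Timing: cells plated overnight, dye loaded 0.5 h 37 °C, 0.5 h room temperature / Technique: kinetic calcium dye fluorescence, Fluo-4 NW / Control set: positive and negative controls per plate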
# RGS4 act: RGS4 potentiators or activators, primary screen, cell-based, HEK293 M3R inducible RGS4, calcium flux. carbachol calcium flux Fluo4; hits give low values. B-score at 10 µM. 310,000 tested, 0.92% active. AID 463111, 2010;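 active = B-score of the integrated calcium signal more than 4 SD below the library mean, with starting fluorescence not abnormally high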;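 note: negative B-score means reduced calcium response which marks RGS4 activation or potentiation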
#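 Material: M3R-expressing HEK293 line, RGS4 induced by doxycycline | Schedule: Overnight RGS4 induction, 30 min dye load 37 °C, 20 min compound RT | Measured by: Fluo4 fluorescence kinetic imaging of calcium | Read-out: Integrated calcium ratio converted to B score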
# MrgX1 antagonist: antagonists of human MrgX1 receptor, primary screen, HEK293 cells, Fluo-4 calcium flux | B-score at 10 µM | BAM8-22 antagonism; hits give low values | 310,000 tested, 1.3% active | Mas-related G-protein coupled receptor member X1 (Homo sapiens), Q96LB2;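 active = calcium-response B-score plate-corrected more than 3 library SD below zero, starting fluorescence within 5 deviations, no agonist response on first addition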;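 note: peak minus trough fluorescence over baseline after final BAM8-22 challenge near maximal dose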
# HIF act: HIF pathway transcriptional activators, primary screen, cell-based, U2OS HRE-luciferase, luminescence. U2OS HRE-luciferase reporter; normalized: DMSO 0%, desferrioxamine 100%. activation, % at 7.5 µM (by protocol). 300,000 tested, 0.32% active;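 active = mean activation of at least 10% of the iron chelator positive control signal, with at least half of replicates also reaching 10%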
# TRPC6 inh: mouse TRPC6 channel inhibitors, primary screen, cell-based, HEK293, membrane potential dye; 310,000 tested, 1.1% active; Short transient receptor potential channel 6 (Mus musculus), Q61143; B-score at 10 µM; AID 2553, 2010; ACh-evoked depolarization; hits give low values;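 active = B-score under library mean minus 3 SD, initial fluorescence not abnormally high, positive integrated signal ratio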;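 note: B-score derived from integrated fluorescence ratio over the kinetic read; more negative B-score means stronger inhibition of depolarization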
# Starred values were filed as active, the others as inactive; i = inactive; . = not tested or not shown.
SMILES,MrgX1 allo act,TRPC4 inh,Platelet DG rel,RGS4 block,TRPC6 act,SKKanGAS inh,MrgX1 ag,RGS4 act,MrgX1 antagonist,HIF act,TRPC6 inh
Cc1ccc(S(=O)(=O)N2CCOCC2)cc1NC(=O)CSc1n[nH]c(N)n1,i,i,-6.9,i,i,-13.0,i,i,i,-0.4,i
O=C(Oc1ccc(N(C(=O)c2ccncc2)S(=O)(=O)c2cccs2)cc1)c1ccncc1,i,i,8.8,i,i,-27.6,i,i,i,0.0,i
COc1ccc(N(C)C(=O)C2CCN(S(=O)(=O)c3cccc4nonc34)CC2)c(OC)c1,i,i,3.6,i,i,8.0,i,i,i,0.1,i
Cc1nn(-c2ccccc2)c(Cl)c1C(=O)N(C)c1nc(-c2ccc(F)cc2)cs1,i,i,-1.7,i,i,0.0,i,i,i,0.3,i
COC(=O)c1c(-n2c(C)cc(C=O)c2C)sc2c1CCCC2,i,i,-2.1,i,i,9.3,i,i,i,-0.4,i
Cc1cccc(NC(=O)Cn2nc(-c3cccs3)ccc2=O)c1C,i,i,0.9,i,i,1.5,i,i,i,0.1,i
CCOC(=O)CCc1c(C)n(CC)c2cc(-c3ccccc3OC)nn2c1=O,i,i,8.5,i,i,3.3,i,i,i,-0.5,i
COc1cc2nc(C3CCC3)n(NC(=O)c3ccco3)c(=O)c2cc1OC,i,i,-3.4,i,i,-4.0,i,i,i,-0.3,i
COc1ccc(OC)c(S(=O)(=O)NCC(c2ccco2)N2CCc3ccccc3C2)c1 (stereo not drawn),i,i,0.6,i,i,2.2,i,i,i,-1.8,i
COc1ccc(OCC(=O)Nc2ccc(N3CCN(Cc4ccccc4F)CC3)cc2)cc1,i,i,-2.6,i,i,-0.9,i,i,i,0.3,i
CCCCCCC(C)n1[nH]c(=O)c2c(C)cc(=O)[nH]c21 (stereo not drawn),i,i,-1.5,i,i,1.6,i,i,i,1.4,i
COc1ccc(N2CCN(c3ccnc4cc(Cl)ccc34)CC2)cc1,i,i,-9.7,i,i,3.7,i,i,i,3.9,i
CCOC(=O)c1c(S(=O)(=O)NCC(=O)Nc2cc(C)ccn2)c(C)n(C)c1C,i,i,-10.5,i,i,0.5,i,i,i,1.0,i
CCCCc1cc2c(s1)CCCC/C2=N/O,i,i,-2.5,i,i,13.2,i,i,i,-0.1,i
CCN1CCN(C(=S)Nc2ccc3nc4n(c(=O)c3c2)CCCCC4)CC1,i,i,5.7,i,i,-2.1,i,i,i,-0.4,i
COc1ccc(NC(=O)C2C(=O)N(C)C3(C)CC2c2ccccc2O3)cc1 (stereo not drawn),i,i,-1.5,i,i,5.8,i,i,i,0.2,i
Cn1cc(CCNC(=O)CC2C(=O)NCCN2CC(c2ccccc2)c2ccccc2)cn1 (stereo not drawn),i,i,-19.1,i,i,-5.3,i,i,i,-1.0,i
CN1CCc2nc(SCc3ccc(C(C)(C)C)cc3)c(C#N)cc2C1,i,i,-20.8,i,i,0.8,i,i,i,-0.1,i
COc1cccc(CN2CCCC(C(=O)N3CCCCC3)C2)c1OC (stereo not drawn),i,i,2.3,i,i,-4.0,i,i,i,0.0,i
COC(=O)c1cccc(N2C(=O)C3CC=CCC3C2=O)c1 (stereo not drawn),i,i,15.3,i,i,3.4,i,i,i,0.7,i
Cc1ccc(S(=O)(=O)/N=C(/c2ccc(F)cc2)N2CCOCC2)cc1,i,i,-0.9,i,i,2.1,i,i,i,-0.1,i
CCOc1ccc(CCn2c(-c3ccco3)nc3ccccc3c2=O)cc1OCC,i,i,2.3,i,i,0.1,i,i,i,-0.3,i
CC1(C)CCCN(C(=O)N2c3ccccc3Sc3ccccc32)C1,i,i,0.3,i,i,79.7*,i,-9.23*,i,-0.3,i
Cc1cccc(CN2CCC(N3CC(C)OC(C)C3)CC2)c1 (stereo not drawn),i,i,0.6,i,i,-0.5,i,i,i,-10.7,i
N#Cc1cc(N)c(Nc2ccccc2)cc1C#N,i,i,-6.7,i,i,-9.8,i,i,i,-0.2,i
Cc1ccccc1OCC(=O)OCC(=O)NCc1cccs1,i,i,-1.2,i,i,-3.0,i,i,i,-0.5,i
C/C(=N\NC1=N[C@H]2CS(=O)(=O)C[C@H]2S1)c1ccccc1,i,i,-3.3,i,i,-4.1,i,i,i,-0.1,i
N#Cc1c(-c2ccccc2)ccnc1N1CCOCC1,i,i,3.3,i,i,-2.9,i,i,i,0.5,i
COc1ccc(OC)c(NC(=O)CCNC(=O)Cn2cnc3ccccc3c2=O)c1,i,i,10.3,i,i,-2.1,i,i,i,0.1,i
Cn1c(N2CCCCC2)nc2c1c(=O)n(Cc1cccc(Br)c1)c(=O)n2C,.,i,-2.1,i,i,-14.5,.,i,.,-0.1,i
O=C1[C@@H]2[C@H](C(=O)N1Cc1ccco1)[C@H]1C=C[C@@H]2C1,i,i,13.1,i,i,-5.1,i,i,i,-0.3,i
Cc1ccc(C)c(S(=O)(=O)NCC(c2ccc3c(c2)OCO3)N2CCOCC2)c1 (stereo not drawn),i,i,-23.8,i,i,-13.0,i,i,i,0.2,i
CCCCS(=O)(=O)N1CCC(C(=O)Oc2ccccc2OC)CC1,i,i,-5.6,i,i,-14.0,i,i,i,-5.4,i
Cc1ccc(-c2nnc3ccc(SCC(=O)Nc4cc(C)on4)nn23)cc1,i,i,-4.4,i,i,10.0,i,i,i,-0.1,i
Cc1ccc(C(=O)NC(=S)NCc2cccnc2)c(C)c1,i,i,-1.4,i,i,-12.7,i,i,i,0.0,i
O=C(CCCn1c(SCC(=O)NCC2CCCO2)nc2ccccc2c1=O)NCc1ccccc1 (stereo not drawn),i,i,1.9,i,i,-6.8,i,i,i,-0.5,i
O=C(OCC(=O)c1ccc(Cl)s1)c1ccccn1,i,i,0.9,i,i,1.2,i,i,i,-1.4,i
Cc1cc(Cl)ccc1OCCCC(=O)N1CCN(C(=O)c2ccco2)CC1,i,i,-2.2,i,i,2.6,i,i,i,-0.7,i
O=C(Nc1cc(S(=O)(=O)N2CCOCC2)ccc1OCC(F)(F)F)C1=COCCO1,i,i,-3.1,i,i,1.7,i,i,i,-0.6,i
O=C(COC(=O)c1ccc([N+](=O)[O-])o1)Nc1cccc2ccccc12,i,i,3.7,i,i,12.3,i,i,i,-0.4,i
CCCC(=O)Nc1nnc(-c2cccc(OCC)c2)s1,i,i,.,i,i,-4.8,i,i,i,-0.6,i
Cc1cccc2nc3c(nc12)-c1ccccc1C3=O,i,i,-10.4,i,i,0.2,i,i,i,1.1,i
CCc1nc(N)c(C#N)c(-c2ccccc2OC)c1C,i,i,-10.8,i,i,-1.5,i,i,i,-0.2,i
CC1CC(C)CN(c2cc3c(cc2[N+](=O)[O-])C(=O)N(c2ccccc2)C3=O)C1 (stereo not drawn),i,i,24.1,i,i,3.0,i,i,i,0.1,i
COC(=O)C1C(c2ccc(OC)cc2)Nc2nnc(C(F)(F)F)n2C1(C)O (stereo not drawn),i,i,-9.4,i,i,-2.9,i,i,i,-0.1,i
O=C(O)C1(c2ccccc2)CCN(S(=O)(=O)c2ccccc2)CC1,i,i,0.5,i,i,1.2,i,i,i,-0.5,i
CC(C)(C)c1ccc(-c2ncccc2O)cc1,i,i,.,i,i,.,i,i,i,.,i
Cc1ccc(S(=O)(=O)NCC(=O)Nc2ccc3c(c2)OCO3)cc1,i,i,-2.3,i,i,8.3,i,i,i,0.7,i
CCn1c(SCC(=O)NC2CCCCC2)nnc1-c1cccnc1,i,i,17.8,i,i,-4.4,i,i,i,-0.4,i
O=C(Nc1nc2ccccc2n1CCN1CCCCC1)C1CCCCC1,i,i,24.3,i,i,-4.1,i,i,i,-0.4,i
O=C(NCCc1ccccc1)c1cnc2sccn2c1=O,i,i,-34.4,i,i,-0.3,i,i,i,2.5,i
Cc1ccc(S(=O)(=O)Nc2ccc(NC(=O)CN3CCCCC3)cc2)cc1,i,i,3.0,i,13.3*,-6.3,i,i,i,-0.2,-6.75*
Cc1cc(NC(=O)Nc2ccc(Cl)cc2)n(C)n1,i,i,-1.8,i,i,-12.6,i,i,i,1.0,i
Cc1nn(C)cc1/C=N\NC(=O)c1ccc2c(c1)c(C)c(C)n2Cc1ccccc1,i,i,8.0,i,i,3.3,i,i,i,-0.3,i
CCc1ccc(CNCc2ccc(F)cc2)cc1,i,i,-13.4,i,i,5.9,i,i,i,0.5,i
CC1CCC(NS(=O)(=O)c2ccc3c(c2)n(C)c(=O)c(=O)n3C)CC1 (stereo not drawn),i,i,1.5,i,i,0.3,i,i,i,0.2,i
O=C(CSc1ccc(-c2ccncc2)nn1)N1CCN(c2ccccc2)CC1,i,i,-2.5,i,i,-2.8,i,i,i,-0.1,i
C=CCOC(=O)C1=C(C)NC(C)=C(C(=O)OCC=C)C1c1ccc(O)cc1,i,i,-3.8,i,i,0.5,i,i,i,-0.3,i
O=C(N/N=C/c1ccc[nH]1)c1ccncc1,i,i,10.7,i,i,6.8,i,i,i,0.2,i
CC1(C)CC(NC(=O)c2cc([N+](=O)[O-])cc([N+](=O)[O-])c2)CC(C)(C)N1,i,i,0.7,i,i,-1.1,i,i,i,-16.6,i
CCOC(=O)C(C)Sc1nc(-c2ccccn2)ncc1OC (stereo not drawn),i,i,1.3,i,i,41.0,i,i,i,-0.1,i
Nc1nc(NCCCN2CCOCC2)nc(Nc2ccc(F)cc2)c1[N+](=O)[O-],i,i,-4.7,i,i,-1.3,i,i,i,0.2,i
COc1ccccc1CCNC(=O)C(=O)c1cn(CC(=O)N2CCOCC2)c2ccccc12,i,i,-12.7,i,i,-6.2,i,i,i,1.5,i
